Source: PubChem (National Center for Advancing Translational Sciences (NCATS))
MLL CXXC-DNA inh: qHTS Fluorescence Polarization Assay for Inhibitors of MLL CXXC domain - DNA interaction; Histone-lysine N-methyltransferase 2A (Homo sapiens), Q03164; MLL-CXXC / FITC-HOXA9 DNA fluorescence polarization; Potency, µM (doses to about 115 µM), inactives show top-dose activity change, negative = inhibition, most hits filed as inhibitors; actives 0.037% (n = 290,000); active = well fitted inhibition curve with a large enough effect in the polarisation, with a control signal flat, not every such curve was filed as active; inconclusive = small, poorly fitted or top-dose-only effect, or effect the other way, or a change in a side signal; inactive = no such curve, though single readings can be large or run the other way; the % refers to the polarisation; also: potency is read from the fitted curve at half-maximal effect
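Purified MLL-CXXC (added from a 7 uM solution) was preincubated 5 min at ambient with pinned compounds in 50 mM Tris-HCl pH 7.5, 50 mM NaCl, 1 mM DTT, 0.05% BSA. Fluorescein-labeled HOX-A9 DNA (50 nM solution) followed, 30 min, then polarization read.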
KCNH2 WT inh: qHTS for Inhibitors of KCHN2 3.1: Wildtype qHTS | U2OS, BacMam KCNH2, thallium flux FluxOr; hits give low values | activity change, % at 1.84 µM | Voltage-gated inwardly rectifying potassium channel KCNH2 (Homo sapiens), Q12809 | AID 720551, 2013 | actives 0.37% (n = 340,000);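 active = maximum activity change below -70%; inconclusive = maximum activity change between -70% and -50%; inactive = maximum activity change above -50%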; also: % is scaled to controls: 0 for no effect and ±100 for the full control effect
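U2OS cells transduced with wild-type KCNH2 virus are loaded with FluxOr dye for 45 min, and thallium flux is measured in kinetic reads before and after stimulation buffer. Rate constants are normalized to DMSO controls.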
PKM2 act: qHTS Assay for Activators of Human Muscle isoform 2 Pyruvate Kinase. purified PKM2, Kinase-Glo ATP luminescence, activation; response scale: 0% is enzyme alone, no compound. AID 1631, 2009. Pyruvate kinase PKM (Homo sapiens), P14618. Potency, µM (doses to about 57.5 µM), without a hit: at the top dose activation, actives largely listed as activators. actives 0.34% (n = 260,000); also: potency is read from the fitted curve at half-maximal effect; % is scaled to controls: 0 for no effect and ±100 for the full control effect; nearly all actives have a fitted effect of over 55% in size
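Kinase-Glo luminescence reports ATP generated from ADP (0.1 mM) and PEP (0.5 mM) by purified hPK-M2 after 1 h at room temperature, pH 7.2 imidazole buffer; intermediate enzyme activity allows detecting inhibitors and activators.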
KCNH2 3.1 block: qHTS for Inhibitors of KCHN2 3.1: Mutant qHTS | Potassium voltage-gated channel subfamily H member 2, brain isoform KCNH2 3.1 (human) | U2OS KCNH2 3.1, thallium flux FluxOr; hits give low values | activity change, % (tested at about 1.8 µM) | actives 0.95% (n = 340,000);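 active = maximum activity change below -70%; inconclusive = maximum activity change from -70% to -50%; inactive = maximum activity change above -50%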;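 also: thallium influx rate constant from kinetic fluorescence after stimulation buffer; % is scaled to controls: 0 for no effect and ±100 for the full control effect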
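FluxOr-based Tl+ influx in U2OS cells transduced with KCNH2 3.1 virus; rate constants normalized to DMSO controls.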
B2AR arrestin: qHTS assay of beta-arrestin-biased ligands of beta2-adrenergic receptor | AID 492947, 2010 | Potency, µM (top dose mostly 46.1 µM), without a hit: at the top dose activation, hits mostly activators | beta-arrestin recruitment to beta2AR, cell-based reporter | Beta-2 adrenergic receptor (Homo sapiens), P07550 | actives 0.02% (n = 330,000);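 also: potency is read from the fitted curve at half-maximal effect; 0% = DMSO controls and full agonism = EC100 isoproterenol or metaproterenol; nearly all actives have a fitted effect of over 65% in size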
Giardia kill: Small Molecules that selectively kill Giardia lamblia: qHTS | Giardia lamblia trophozoite viability | activity change, % at 7.66 µM, hits read low | actives 0.15% (n = 340,000) | AID 540267, 2011; in the data active = activity change below about -80%; inconclusive = between about -30% and that limit;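 also: parasites exposed to compound for two days anaerobically before the ATP read; % is scaled to controls: 0 for no effect and ±100 for the full control effect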
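Killing of trophozoites was scored by loss of ATP luminescence after a 48 hrs anaerobic exposure to compounds at 37 deg C, using 100 cells per well.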
Menin MLL FP TR: qHTS Assay for Inhibitors Targeting the Menin-MLL Interaction in MLL Related Leukemias: Competition With Texas Red Labeled MLL-derived Mutant Peptide; Menin + Texas Red MLL mutant peptide, fluorescence polarization; Potency, µM (highest dose often 61.6 µM), without a hit: at the top dose FP activity change, negative = inhibition, usual class: inhibitors; actives 0.23% (n = 270,000); active = well fitted inhibition curve with a large enough effect in the polarisation, with a control signal flat, not every such curve was filed as active; inconclusive = small, poorly fitted or top-dose-only effect, or effect the other way, or a change in a side signal; inactive = no such curve, though single readings can be large or run the other way; the % refers to the polarisation; also: potency is read from the fitted curve at half-maximal effect; % of control where 0% means no effect; many of its hits are not listed in these tables
GALK inh: qHTS Assay for Inhibitors of Human Galactokinase (GALK) | P51570 | Purified GALK, Kinase-Glo residual ATP luminescence | Potency, µM (doses to about 57.5 µM), for the others: top-dose activity change, negative = inhibition, most hits filed as inhibitors | actives 0.007% (n = 270,000) | AID 1868, 2009; also: potency is read from the fitted curve at half-maximal effect; % is scaled to controls: 0 for no effect and ±100 for the full control effect
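The enzyme phosphorylates galactose (100 uM) using ATP (35 uM); inhibition is detected as higher residual ATP, quantified by bioluminescence after 1 h reaction at room temperature, pH 8.0.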
USP2a inh: qHTS Assay for Inhibitors of Ubiquitin-specific Protease USP2a Using CHOP2 as the Reporter | USP2 core, Ub-CHOP2 coupled fluorogenic reporter, 485/531 | actives 0.01% (n = 330,000) | Potency, µM (top dose mostly 38.3 µM), inactives show at the highest dose activity change, negative = inhibition, actives largely listed as inhibitors | Ubiquitin carboxyl-terminal hydrolase 2 (Homo sapiens), O75604;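 also: potency is read from the fitted curve at half-maximal effect; plate controls were DMSO wells for no effect and full inhibition by NEM control for full effect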
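Deubiquitinase activity read as fluorescence (485/531 nm) after Ub-CHOP2 cleavage activates the enterokinase reporter on its substrate; USP2 core 10nM, Ub-CHOP2 and substrate 25nM each, 30min compound preincubation then 60min RT; data normalized to NEM, curves fitted.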
Coupling enz: qHTS Assay for Inhibitors of Fructose-1,6-bisphosphate Aldolase from Giardia Lamblia: Coupling assay counterscreen; coupling enzyme system counterscreen, AmpLite Red fluorescence; activity change, negative = inhibition, % at 58.2 µM, hits read low; actives 0.67% (n = 290,000); AID 2472, 2010; in the data active = activity change below about -30%; also: % is scaled to controls: 0 for no effect and ±100 for the full control effect
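Counterscreen of the coupled detection system alone, without aldolase: glyceraldehyde-3-phosphate coupling enzymes plus AmpLite Red readout. Compounds at 57.5 uM final, 10 min RT preincubation, 20 min RT reaction, fluorescence 525/598 nm.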
TRPV1 ag: HTS Assay for Compounds that Act as Agonists of the Vanilloid Receptor 1; Transient receptor potential cation channel subfamily V member 1 (Homo sapiens), Q8NER1; TRPV1-expressing cells, Fluo-8 calcium influx, agonist mode; activation, % at 8.33 µM; actives 0.19% (n = 320,000); AID 540275, 2011; in the data active = activation above about 80%; inconclusive = between about 30% and that limit; also: 0% is about no effect
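Fluo-8 calcium influx in TRPV1-expressing cells, kinetic read (ex 480/em 520 nm). Compound added and read 3 min for agonist activity, followed by capsaicin at EC20 final and 2 min further read for enhancement.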
An asterisk follows results filed as active; ? = inconclusive; nt = not tested or not shown; [ ] = another dose, or the depositor's remark. Unless noted, calls follow the shape of the dose curve; as a rule, active = well fitted curve in the direction sought with a large enough effect; inconclusive = small, poorly fitted or top-dose-only effect, or another doubt; inactive = no such curve, though single readings can be large; an effect the other way counts as inactive or inconclusive. Some of the compounds tested; rates above refer to the full screens.

Preview:
SMILES	MLL CXXC-DNA inh	KCNH2 WT inh	PKM2 act	KCNH2 3.1 block	B2AR arrestin	Giardia kill	Menin MLL FP TR	GALK inh	USP2a inh	Coupling enz	TRPV1 ag
Cc1ccc(/C=C2\CCOC2=O)cc1	-3%	1	-13%	18	0.2%	-1	-15%	-2%	-3%	2	12
CCOCC(=O)Nc1cc(C(=O)Nc2ccccc2)ccc1Cl	-10%	-8	-8%	-20	0.1%	-6	-21%	nt	4%	-4	12

All compounds of this part, from the start:
SMILES	MLL CXXC-DNA inh	KCNH2 WT inh	PKM2 act	KCNH2 3.1 block	B2AR arrestin	Giardia kill	Menin MLL FP TR	GALK inh	USP2a inh	Coupling enz	TRPV1 ag
Cc1ccc(/C=C2\CCOC2=O)cc1	-3%	1	-13%	18	0.2%	-1	-15%	-2%	-3%	2	12
CCOCC(=O)Nc1cc(C(=O)Nc2ccccc2)ccc1Cl	-10%	-8	-8%	-20	0.1%	-6	-21%	nt	4%	-4	12
Cc1cc(C)n2nc(SC(C)C(=O)N(C)C3CCCCC3)nc2n1 (stereo not given)	nt	-3	nt	-9	-0.8%	-5	nt	nt	-6%	nt	nt
COc1ccc(CC(=O)OCC(=O)Nc2cccc(Cl)c2)cc1	4%	-8	6%	-8	0.0%	-10	9%	-1%	0%	-4	12
c1ccc(Cc2ccc(OCCn3ccnc3)cc2)cc1	45%[activator]	-2	-7%	-15	7.6%	8	-11%	3%	0%	3	12
Cc1ccccc1Cn1nc(C)c(NC(=O)c2cc(CC(C)C)on2)c1C	-5%	0	6%	1	-0.1%	-1	nt	2%	-2%	0	-1
Cc1cccc(C(=O)N2CCC(N3CCC(C(=O)N4CCOCC4)CC3)CC2)c1	16%	6	-4%	3	0.2%	-7	?	4%	1%	0	-1
CC(=O)Nc1sc(NC(=O)c2ccc(Cl)cc2)nc1-c1cccs1	0%	4	-2%	-8	-0.5%	-13	29%	-3%	4%	0	-6
Nc1ccc(S(=O)(=O)Nc2nccc(/C=C/c3ccc(Cl)cc3Cl)n2)cc1	-19%	3	3%	19	0.1%	-12	nt	0%	-4%	0	1
Cc1cc(C)n(-c2nnc(SCC(=O)NC3CCCC3)c3ccccc23)n1	5%	-1	-2%	-24	0.0%	-3	-4%	4%	1%	0	0
CS(=O)(=O)c1ccc(Cl)c(NC(=O)CCl)c1	-8%	1	2%	-12	0.3%	37[activator]	0%	-1%	1%	-6	3
Cc1ccc([N+](=O)[O-])cc1NC(=O)c1ccc(-c2ccccc2)cc1	31%[activator]	-3	-10%	-23	0.1%	-10	-13%	-2%	1%	-1	2
NNC(=O)Cn1c(-c2ccccn2)nc2ccccc21	19%	-2	nt	-2	-0.9%	13	-8%	3%	0%	0	-3
COCC(=O)Nc1ccc(C)c(Cl)c1	-5%	-4	-12%	-14	0.0%	-2	12%	0%	1%	3	13
COc1ccc(N=C2SC(C(=O)O)CC(=O)N2C)cc1 (stereo not given)	2%	-5	-1%	6	-1.0%	8	-5%	5%	-1%	4	0
Cc1ccc(S(=O)(=O)N2CCC(C(=O)N[C@H](C(=O)N3CCN(C)CC3)C(C)C)CC2)cc1	-8%	-11	-1%	-3	0.2%	-2	1%	3%	-1%	-1	0
O=C(CSc1nc(SCC(=O)NCc2ccccc2)n(-c2ccccc2)n1)NCc1ccccc1	4%	7	-11%	-6	-0.2%	-19	-2%	0%	-1%	2	10
O=C(COC(=O)/C=C/c1ccccc1Cl)NCc1ccccc1	3%	11	1%	7	-0.8%	-10	-18%	-1%	0%	-1	?
COC(=O)c1cc(-c2c(C)oc3cc(OC(C)C)ccc3c2=O)c(C)o1	?	7	-1%	10	0.5%	7	-8%	1%	1%	3	0
COc1cccc(C(C[N+](=O)[O-])c2c(C)[nH]n(-c3ccccc3)c2=O)c1 (stereo not given)	-9%	-1	1%[0.46 µM]	-4	-0.7%	2	nt	-19%	0%	-44*	7
CC(NC(=O)[C@@H](NC(=O)[C@@H]1Cc2ccccc2CN1)C(C)C)c1ccccc1 (stereo not given in full)	24%	-8	nt	-6	0.1%	-2	?	-4%	1%	-3	-1
COC(=O)Cc1ccc(NC(=O)c2ccc3c(c2)C(=O)N(Cc2ccco2)C3=O)cc1	-5%	22	-1%	nt	-0.6%	-12	nt	3%	0%	nt	5
CCCNC(=O)N1CCC(n2nccc2NC(=O)CCOc2ccccc2)CC1	-4%	-11	nt	17	-1.0%	0	nt	-2%	4%	nt	-1
COC(=O)c1ccc(-c2noc(CN3C[C@H]4CC[C@H]3C4)n2)cc1	-23%	21	10%	-23	-0.2%	15	-5%	1%	0%	-1	2
COc1ccc(NC(=O)CN2CCN(Cc3ccccc3)CC2)cc1	-6%	1	-1%	-6	-3.2%	-19	10%	-2%	1%	-1	2
CCOc1ccc(OCCN2C(=O)NC3(CCCc4ccccc43)C2=O)cc1 (stereo not given)	0%	-11	2%	-11	-0.5%	-11	10%	-1%	-2%	2	0
NC(N)=N/N=C/c1ccc(Cl)c([N+](=O)[O-])c1	16%	5	3%	3	0.1%	17	-15%	2%	-1%	-2	2
CCC1CN(C(=O)N2CCC(C(=O)NCc3cc(OC)c(OC)c(OC)c3)CC2)c2ccccc2O1 (stereo not given)	16%	-6	nt	29	-0.1%	-20	nt	5%	0%	nt	2
CCN(CC)c1ccc(NC(=O)COC(=O)C23CCC(=O)N2c2ccccc2S3)cc1 (stereo not given)	28%	-1	-20%	-3	0.1%	2	-20%	0%	-2%	-32*	1
CS(=O)(=O)N(Cc1cc2ccccc2[nH]c1=O)C1CCCCC1	18%	-15	0%	7	0.1%	-2	13%	-3%	2%	5	1
O=C(CN1C(=O)CC(c2ccccc2)=Nc2ccccc21)NCc1ccco1	-2%	-3	18%	-10	-0.1%	-1	-11%	0%	2%	3	?
N#CCc1nn(-c2ccccc2)c2ncnc(N)c12	-15%	-6	-3%	-3	0.3%	-10	nt	-1%	1%	1	0
CN1CCC(=NNC(=O)CN(c2cccc(Br)c2)S(C)(=O)=O)CC1	5%	-30	1%	nt	0.1%	-14	-21%	1%	0%	-3	-11
CCC(=O)NCCn1c(C)cc2ccccc21	-1%	-11	5%	1	-0.2%	-21	-28%	3%	2%	-6	12
Cc1nc(NC(=O)/C=C/c2ccc(C(C)(C)C)cc2)sc1C(=O)N(C)C	0%	12	8%	-1	-0.5%	-2	12%	-1%	0%	1	-6
CCCCn1c(N)c(N(CCOC)C(=O)CSCc2ccc(C)cc2)c(=O)[nH]c1=O	nt	0	nt	11	0.0%	7	nt	nt	0%	nt	-3
CCOC(=O)Cc1csc(SCC(=O)Nc2ccc3[nH]c(=O)[nH]c3c2)n1	nt	4	nt	-5	0.1%	4	nt	nt	2%	nt	1
CCCCCC(=O)NC(=S)Nc1ccc(NC(=O)c2ccco2)cc1	18%	-12	3%	nt	-0.6%	6	?	4%	4%	4	7
CCOCCCNc1ccc(N2C(=O)C3CCCCC3C2=O)cc1[N+](=O)[O-] (stereo not given)	10%	-3	-6%	20	0.3%	18	3%	3%	-2%	3	2
CC(=O)c1cc(-c2ccccc2)n(CCC(=O)NC2CCCC2)c1C	2%	5	-11%	-4	0.0%	9	-17%	3%	-2%	2	?
CCOc1cc(N2CCOCC2)c(OCC)cc1NC(=O)c1ccc(=O)n(Cc2ccccc2)n1	-9%	nt	-8%	nt	0.4%	nt	-19%	-1%	-1%	-2	3
CCc1cc(=O)oc2cc3occ(-c4ccc(OC)c(F)c4)c3cc12	11%	12	7%	-10	-1.9%	13	6%	0%	-14%	4	5
COc1ccccc1NCC(=O)N/N=C/c1c(O)ccc2ccccc12	66%[activator]	2	nt	-4	-0.4%	?	?	0%	8%	-4	-1
